# ERK EGF block: qHTS Assay for Inhibitors of the ERK Signaling Pathway using a Homogeneous Screening Assay; Stimulation with EGF; HEK293-V1b, EGF-stimulated phospho-ERK AlphaScreen; AID 1454, 2008; 130,000 tested, 0.41% active; Potency, µM (titrated, usually from 11.5 µM), for inactives: top-dose activity change, negative = inhibition, most hits filed as inhibitors; active = well fitted inhibition curve with a large enough effect; inconclusive = small, poorly fitted or top-dose-only effect, or effect the other way;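 also: plate controls were stimulated vehicle wells for no effect and unstimulated vehicle basal for full effect; nearly all actives have a fitted effect of over 55% in size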
#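 Phospho-ERK1/2 measured by AlphaScreen (SureFire) after 5 min 25 nM EGF stimulation of V1b-expressing HEK293 cells preincubated 30 min at 37C with titrated compounds; data scaled to DMSO and EGF controls, Hill-fitted AC50.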
# Active calls of the source: *; ? = inconclusive; & = joins results of further samples; [ ] = dose if it differs, or a comment. Potency is read from the fitted curve at half-maximal effect. An excerpt; the hit share may differ from the screen's.
SMILES,ERK EGF block
C/C(CC(=O)Nc1cccc(C(F)(F)F)c1)=N\NC(=O)C(=O)NCC(C)C,29%[57.5 µM]
O=C(NC(=S)NCC1CCCO1)c1ccc(Br)o1 (stereo not drawn),10%
NC(=O)c1ccc(NC(=O)COC(=O)c2c3c(nc4ccccc24)/C(=C\c2ccc4c(c2)OCO4)CCC3)cc1,0%
Cc1ccc(NC(=O)C(=O)NCCN2CCN(Cc3ccc([N+](=O)[O-])cc3)CC2)cc1,-7%
CN(C)c1ccc(N2C(=O)CC(c3ccccc3)CC2=O)cc1,-6%[57.5 µM]
COc1cccc(C2c3c(-c4ccccc4O)n[nH]c3C(=O)N2Cc2ccco2)c1 (stereo not drawn),0%[57.5 µM]
O=C1[C@H]2C(c3ccccc3)=NN(c3ccccc3)[C@H]2C(=O)N1c1ccccc1,?
Cc1cccc(NC(=S)N(CCCN2CCOCC2)Cc2ccccn2)c1,8%
O=C(c1ccc(F)cc1)N1CCCC(c2nc(-c3cccs3)no2)C1 (stereo not drawn),0%
Cc1ccccc1Cn1nc(C)c(NC(=O)/C=C/c2cnn(C)c2)c1C,-14%
CCOC(=O)N1CCN(c2c(NCCN3CCN(c4ccccc4F)CC3)c(=O)c2=O)CC1,-11%[57.5 µM]
Cc1ccc(S(=O)(=O)N2CCOCC2)cc1NC(=O)CSc1nc(N)cc(=O)[nH]1,-1%[57.5 µM]
CC(=O)Nc1ccc2c(c1)C(C)(C)C(C)N2C (stereo not drawn),5%
Cc1ccc(S(=O)(=O)N2CCC(=O)N(CCOC(=O)Nc3cccc(Cl)c3)CC2)cc1,6%
CCc1nnc(NC(=O)c2ccc(-c3ccc(F)cc3)o2)s1,1%
CCOC(=O)c1sc2ncnc(N3CCN(CC)CC3)c2c1C,-4%
CCNc1nc(NCC)nc(SCCOC(=O)Nc2ccc(Cl)cc2Cl)n1,-5%
Cc1ccc(NC(=O)CO/N=C/c2ccc(N(C)C)cc2)cc1,-4%
COc1cc(C(=O)OC2CC3CCC2(C)C3(C)C)ccc1OC(C)=O (stereo not drawn),?
COc1ccc(/C=N/N=C2/NC(=O)C(CC(=O)NC(N)=O)S2)cc1 (stereo not drawn),12%

# In another format: entries from further up.
SMILES | ERK EGF block
O=C1[C@H]2C(c3ccccc3)=NN(c3ccccc3)[C@H]2C(=O)N1c1ccccc1 | ?
Cc1cccc(NC(=S)N(CCCN2CCOCC2)Cc2ccccn2)c1 | 8%
O=C(c1ccc(F)cc1)N1CCCC(c2nc(-c3cccs3)no2)C1 (stereo not drawn) | 0%
Cc1ccccc1Cn1nc(C)c(NC(=O)/C=C/c2cnn(C)c2)c1C | -14%
CCOC(=O)N1CCN(c2c(NCCN3CCN(c4ccccc4F)CC3)c(=O)c2=O)CC1 | -11%[57.5 µM]
Cc1ccc(S(=O)(=O)N2CCOCC2)cc1NC(=O)CSc1nc(N)cc(=O)[nH]1 | -1%[57.5 µM]
CC(=O)Nc1ccc2c(c1)C(C)(C)C(C)N2C (stereo not drawn) | 5%

# Remaining list, next part.
SMILES,ERK EGF block
C/C(CC(=O)NCc1ccco1)=N\NC(=O)COc1ccc(Cl)cc1Cl,0%
Cc1nc(Nc2ccc(C(=O)O)cc2)sc1-c1ccccc1,30%
CCOC(=O)Nc1ccc2nc(N3CCCCCC3)sc2c1,-18%[57.5 µM]
CC(=O)c1c(C(=O)O)c2ccccc2[nH]c1=O,-7%[57.5 µM]
Cc1ccc(-n2ncc3c(NCc4cccnc4)ncnc32)c(C)c1,9%
Cc1ccc(S(=O)(=O)Oc2ccccc2/C=C2/SC(=O)NC2=O)cc1,2%[57.5 µM]
O=C/C(=C\Nc1ccc(Br)cc1)c1nc2ccccc2o1,-3%
Cc1ccc(Nc2c(N)c(=O)oc3ccccc23)cc1,19%
COc1cccc(-c2nn[nH]n2)c1O,-3%
CNC(=S)NNC(=O)c1cn(C)nc1C,1%
O=[N+]([O-])c1ccc(O)c(N=Cc2sc3ccccc3c2O)c1,14%
O=C(CN1CCOCC1)Nc1cc(C(F)(F)F)ccc1Cl,3%
CCN=C1S/C(=C\c2cn(CC(=O)NCCOC)c3ccccc23)C(=O)N1CC,?
COC(=O)c1cc(S(=O)(=O)Nc2ccsc2C(=O)OC)oc1C,5%[57.5 µM]
CN(C)CCCOC1C(C(O)CO)OC2OC(C)(C)O[C@@H]21 (stereo partly drawn),0%
CSc1nnc2ccc(-c3ccccn3)nn12,-2%
Cc1nc2cc(-c3cccs3)nn2c(NCC(C)(C)CN(C)C)c1C,-3%
COc1ccc(-n2nc(C(=O)N3CCCCC3)c(C)c(C#N)c2=O)cc1,-13%
COc1ccc(Cn2c(=S)[nH]c3ccsc3c2=O)cc1,-7%
COc1ccc(/C=C/C(=O)NC2CCCCCC2)cc1S(=O)(=O)N1CCOCC1,2%

# Some of these compounds in order of number of heavy atoms, descending:
SMILES,ERK EGF block
COc1ccc(-n2nc(C(=O)N3CCCCC3)c(C)c(C#N)c2=O)cc1,-13%
Cc1ccc(-n2ncc3c(NCc4cccnc4)ncnc32)c(C)c1,9%
COC(=O)c1cc(S(=O)(=O)Nc2ccsc2C(=O)OC)oc1C,5%[57.5 µM]
O=C/C(=C\Nc1ccc(Br)cc1)c1nc2ccccc2o1,-3%
Cc1ccc(Nc2c(N)c(=O)oc3ccccc23)cc1,19%
CSc1nnc2ccc(-c3ccccn3)nn12,-2%

# Further entries follow.
SMILES,ERK EGF block
CCOC(=O)C1CCN(CCC(=O)Nc2cccc(C)c2)CC1,5%
COC(=O)c1cc(C#N)c(OC)nc1C,-1%
COc1ccc(-n2c(=O)c(C)nc3cnc(N(C)C)nc32)cc1,-1%
NC(=O)COC(=O)c1cc([N+](=O)[O-])ccc1NCCO,2%[57.5 µM]
CCCc1nc(C(C)(C)O)c(C(=O)OCc2oc(=O)oc2C)n1Cc1ccc(-c2ccccc2-c2nn[nH]n2)cc1,0%
Cc1cccc(Nc2nccc(N(C)C)c2C#N)c1,3%[57.5 µM]
O=C(CNC(=O)c1ccc(Cl)cc1)N/N=C/C=C/c1ccccc1,4%
CC1=C(C(N)=O)N2C(=O)[C@@H](NC(=O)Cc3ccccc3)C2SC1 (stereo partly drawn),-13%
COc1ccc(OCC(=O)N/N=C\c2ccco2)cc1,5%
O=C(Nc1ccc(O)cc1)c1c(O)c2c([nH]c1=O)CCCC2,0%
CCOc1ccc2nc(CN3CCN(Cc4ccsc4)C(CCO)C3)ccc2c1 (stereo not drawn),3%
O=C(O)c1ccc(Cl)c(N2C(=O)Nc3ccccc3N2O)c1,2%
Cc1cccc(NS(=O)(=O)c2cc(C(=O)OC(C)C(=O)NCc3ccc4c(c3)OCO4)ccc2C)c1 (stereo not drawn),4%
Cc1noc(C)c1COc1cccc(C(=O)OC(C)C#N)c1 (stereo not drawn),2%
CCOC(=O)Cn1cc(C#N)c2ccccc21,3%
CC(=O)c1ccc(NC(=S)NCCCN2CCOCC2)cc1,1%
COc1c(O)cc2oc(-c3ccc(O)c(O)c3)cc(=O)c2c1O,1%[57.5 µM]
COc1ccc(Oc2ccc(N/C=C3\CCCC3=O)cc2)cc1,-6%
CC(Sc1nc2c(cc1C#N)CCCCC2)C(=O)O (stereo not drawn),-8%
O=C(N/N=C/c1cn(-c2ccccc2)nc1-c1cccnc1)c1ccccc1,2%
O=C(C1CC(=O)N(c2ccc3c(c2)OCCO3)C1)N1CCN(c2ccccc2)CC1 (stereo not drawn),0%
CCN(CC)S(=O)(=O)c1cc(NC(=O)C2Cc3ccccc3C(=O)O2)ccc1C (stereo not drawn),-4%[57.5 µM]
O=C(O)[C@H]1CCCN(CCC=C(c2ccccc2)c2ccccc2)C1,-3%
CCCSc1nnc(N)s1,15%
CC(=O)NC[C@H]1CN(c2ccc(N3CCOCC3)c(F)c2)C(=O)O1,8%[57.5 µM]
O=c1cc[nH]c2ccc([N+](=O)[O-])cc12,8%
CCCN1CCC(=O)N([C@H](CSc2ccc(C)cc2)c2ccccc2)CC1,-10%[57.5 µM]
Cc1ccc(CSCCNC(=O)c2cccc([N+](=O)[O-])c2)cc1,1%
Cc1cc(C(=O)OCC(=O)N2CC(=O)Nc3ccccc32)c(C)n1-c1ccccc1,?
COc1cc(/C=C/C(=O)Nc2nc3ccc(S(=O)(=O)NC(C)C)cc3s2)cc(OC)c1OC,5%
CC(C)CNc1oc(-c2ccco2)nc1C#N,-1%
COc1ccccc1C1C(C(C)=O)=C(C)N=c2s/c(=C\c3cc(OC)c(OC)c(OC)c3)c(=O)n21 (stereo not drawn),2%
COCCNc1nc(-c2ccccc2)nc2c1oc1ccccc12,5%[57.5 µM]
Cc1ccc2cn[nH]c2c1[N+](=O)[O-],8%
COc1cccc(C(=O)COC(=O)CCC(=O)NC2CCCCC2)c1,-9%
NC(=O)CSc1ccc(-c2ccc(F)cc2)nn1,-2%
CCN1CN(Cc2ccco2)CNC1=S,4%
O=C(O)Cc1sc(Nc2ccccc2)nc1-c1cccs1,0%[57.5 µM]
COc1cccc(CNC(=O)CCC2CCCN(C(=O)c3cc(C)on3)C2)c1 (stereo not drawn),6%
O=C(CCn1cccc1)Nc1ccc(OC(F)(F)F)cc1,-5%
CN(Cc1ccon1)C(=O)CC1C(=O)NCCN1CC1CCCCC1 (stereo not drawn),-3%
CCCC1S/C(=N/N=C/c2ccco2)NC1=O (stereo not drawn),-1%
Cc1cccc(N=Nc2c(O)[nH]c3ccc(F)cc23)c1,?
C/C(=N/NC(=O)CSc1nc2ccccc2s1)c1ccncc1,3%[57.5 µM]
NNC(=O)CNC(=O)C12CC3CC(CC(C3)C1)C2,32%
CC(=O)C1C(c2ccc(F)cc2)c2c(noc2C)CC1(C)O (stereo not drawn),3%[57.5 µM]
CN(C)/C=C/C(=O)c1cnc(-c2ccc(Cl)cc2)s1,-2%
Clc1nc2c(ccc3ccccc32)[nH]1,-7%[57.5 µM]
Cc1ccc(C)c(NC(=S)/C(=C(\[O-])c2ccc(Cl)s2)[n+]2ccccc2)c1,-3%
COc1cc(/C=N/N=C(N)N)ccc1OCc1ccccc1Cl,-7%
CCOc1ccc(S(=O)(=O)Oc2ccc3ccccc3c2)cc1,?
CCCn1c(N)c(Sc2ccc(C)cc2)c(=O)n(CCC)c1=O,4%
CC(C)Cn1c(-c2ccncc2)n[nH]c1=S,2%
CNCCCCOc1ccccc1-c1ccccc1,3%
Cc1sc2ncn(CC(=O)NCC3COc4ccccc4O3)c(=O)c2c1S(=O)(=O)N1CCCCC1 (stereo not drawn),5%[57.5 µM]
O=c1cc(-c2c(O)c3ccccc3n(Cc3ccccc3)c2=O)[nH][nH]1,-3%
Cc1ccnc(NC(=O)c2ccc(S(=O)(=O)c3ccccc3)cc2)c1,-1%
COc1ccc(C2CC(=O)N(C)c3ccccc3S2)cc1OC (stereo not drawn),8%
O=C(Oc1ccc[nH]c1=O)c1cc([N+](=O)[O-])cc([N+](=O)[O-])c1,0%[57.5 µM]
CCCNC(=O)c1ccc(SCC(=O)N(CC)CC)c([N+](=O)[O-])c1,1%
# (more compounds)
SMILES,ERK EGF block
CCOc1cc(-n2ncc(C#N)c2N)nc(SC)n1,3%
CNC(=S)N1CCc2cc(OC)c(OC)cc2C1COc1ccc(OC)cc1 (stereo not drawn),3%
O=C(NCC1CCCCN1)c1cc(OCC(F)(F)F)ccc1OCC(F)(F)F (stereo not drawn),8%
OCCCNC(=S)Nc1ccc(Nc2ccccc2)cc1,0%
CC(=O)Nc1ccc(S(=O)(=O)NNC(=O)COc2cccc3ccccc23)cc1,5%
CC(=O)NC1=NN(C(C)=O)C(C)(c2cccc([N+](=O)[O-])c2)S1 (stereo not drawn),0%
CCOc1ccc(C2C(C(=O)c3cccs3)=C(O)C(=O)N2Cc2cccnc2)cc1 (stereo not drawn),3%
O=C(CCl)Nc1ccc(Sc2ccc(NC(=O)CCl)cc2)cc1,-7%[57.5 µM]
CCOC(=O)c1cc(CC)sc1NC(=O)c1cccc(N2C(=O)CCC2=O)c1,-2%
O=c1c2[nH]c3ccc(Br)cc3c2ncn1Cc1ccncc1,-5%[57.5 µM]
COc1ccc(/C=N/Nc2nc(-c3cccnc3)nc3ccccc23)c(OC)c1,?
C=CCOc1ccc(Br)cc1CNCC,-1%
Cc1cccc(CNc2ccnc(-c3ccccc3CN(C)C)n2)c1,10%
O=C(Nc1cccc(F)c1)N1CCCC2(CCN(C(=O)c3csnn3)CC2)C1,-12%
CCOc1ccc(/C(O)=C/C(=O)C(=O)Nc2ccc(S(=O)(=O)NC(C)=O)cc2)cc1,5%
CC(NC(=O)C1CCN(S(=O)(=O)N2CCC3(CC2)OCCO3)CC1)c1ccccc1 (stereo not drawn),-1%
C[C@@H]1CN(Cc2cn(C)nc2-c2cccc(Cl)c2)C[C@H](C)O1,2%
O=C(O)C(Cc1ccccc1)N1C(=O)/C(=C/C=C/c2ccco2)SC1=S (stereo not drawn),-11%[57.5 µM]
CC#CCC1(C(=O)OC)C(=O)NC[C@H]1c1ccccc1 (stereo partly drawn),6%&-4%&-11%
CC(Cc1ccc(O)c(O)c1)C(C)Cc1ccc(O)c(O)c1 (stereo not drawn),-5%&1%
COC(=O)c1ccc(OC)c(OC2CCCC2)c1,-9%[57.5 µM]
CC(C)C(=O)c1cn(CC(=O)NCc2ccc3c(c2)OCO3)c2ccccc12,9%
N#C/C(=C(/O)CSc1ccccn1)c1nc2ccccc2s1,22%
COC(=O)CN1C(=S)N(Cc2ccccc2)C(=O)C1CC(=O)Nc1ccc(OC)cc1 (stereo not drawn),?
CC(C)(C)OC(=O)NCCCCCc1nnc(SCc2ccc(F)cc2)o1,4%[57.5 µM]
Nc1n[nH]c(CCCO)n1,2%
Cc1cc(O)cc(O)c1C(=O)O,18%

# Looked up by structure from the entries so far:
SMILES,ERK EGF block
CC(C)(C)OC(=O)NCCCCCc1nnc(SCc2ccc(F)cc2)o1,4%[57.5 µM]
Nc1n[nH]c(CCCO)n1,2%
CC(C)C(=O)c1cn(CC(=O)NCc2ccc3c(c2)OCO3)c2ccccc12,9%

# Screening results as filed in PubChem BioAssay.
